Assay outcomes (PubChem)
LMPTP block – LMPTP (human) inhibition | 360,000 compounds, 0.22% hits | inhibition, % at 20 µM | recombinant LMPTP-A, OMFP fluorogenic substrate, fluorescence intensity | P24666;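 active = compounds that cut the enzyme signal by at least half of the control window in the single-dose screen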;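 note: plate controls were DMSO wells with enzyme plus substrate for no effect and substrate without enzyme for full effect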
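Assay system: LMPTP-A, protein tyrosine phosphatase of low molecular weight / Medium: pH 6.0 Bis-Tris buffer with DTT and Triton X-100 / Schedule: 50 min enzyme reaction at room temperature, protected from light / Measured by: endpoint fluorescence intensity from OMFP dephosphorylation / Read-out basis: % inhibition relative to no-enzyme and uninhibited control wells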
TbMetRS inhib – Trypanosoma brucei MetRS inhibition; purified T. brucei MetRS, ATP depletion, Kinase-Glo luminescence; inhibition, % at 11.9 µM; 360,000 compounds, 0.4% hits;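 active = inhibition above a per-plate cutoff of the control wells' mean inhibition plus 3 SD, cut at about 5.5% in these data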;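 note: 0% = DMSO wells median and 100% = median of wells with control inhibitor compound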
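Test system: purified T. brucei MetRS enzyme. Also added: ATP, methionine and E. coli bulk tRNA substrates. Compound: 11.9 µM single point. Schedule: 15 min enzyme-compound preincubation, 2 h reaction, 10 min detection, 25 °C. Signal: luciferase luminescence of residual ATP, Kinase-Glo. Evaluation: percent inhibition versus plate control medians. Controls: DMSO wells, low control.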
Scp1 inh – Scp-1 (human) phosphatase inhibition | Q9GZU7 | 340,000 compounds, 0.88% hits | inhibition, % at 20 µM | Recombinant Scp1, phosphopeptide, malachite green phosphate absorbance;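 active = inhibition above about 50% at 20 µM, limit read from the data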;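 note: plate controls were DMSO wells with enzyme for no effect and wells lacking enzyme for full effect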
Target sequence (Q9GZU7 76-261 limits assumed): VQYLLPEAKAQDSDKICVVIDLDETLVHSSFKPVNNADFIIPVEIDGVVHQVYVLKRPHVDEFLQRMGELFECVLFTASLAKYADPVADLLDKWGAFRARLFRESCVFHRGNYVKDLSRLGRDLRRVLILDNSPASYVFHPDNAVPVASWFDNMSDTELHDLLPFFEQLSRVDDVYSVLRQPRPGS
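assay system = SCP-1 phosphatase catalytic domain, residues 76-261 | buffer or medium = 50 mM Tris acetate pH 5.5, 0.005% Tween-20, 10 mM MgCl2 | incubation = enzyme reaction 45 min at room temperature, colour 5 min, stabilisation 30 min | signal = Phosphate-binding colour reagent, absorbance read at 630 nm | measure = % inhibition at 20 µM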
CSN inh – CSN deneddylation inhibition. Q92905. Purified CSN, SCF-Nedd8-OG deneddylation, fluorescence polarization. inhibition, % at 12.5 µM. 360,000 compounds, 0.38% hits;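 active = pattern-corrected inhibition above about 35%, with an unprinted fluorescence ratio check between 0.5 and 1.5, limit read from the data, passing the limit was not always enough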;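 note: 0% = enzyme with substrate and 100% = substrate without enzyme; some results filed as inactive read as strong as hits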
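Test system: Human Csn5 produced in HEK293T cells | Compound: 12.5 µM single point | Times: 90 min, room temperature | Signal: Fluorescence polarization readout | Read-out basis: % inhibition of substrate cleavage by Csn5 | Controls: no-enzyme wells high, enzyme-with-substrate wells low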
SUMO1-SIM PPI – alters human SUMO1 binding to SIM partners; P63165; inhibition, % at 20 µM; 360,000 compounds, 0.33% hits; SUMO1 binding to a labelled peptide, TR-FRET, 1 h; in the data active = inhibition above about 37%
Target sequence (P63165 whole entry, looked up): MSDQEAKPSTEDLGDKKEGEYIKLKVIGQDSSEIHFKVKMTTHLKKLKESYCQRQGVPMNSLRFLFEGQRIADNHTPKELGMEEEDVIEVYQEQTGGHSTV
NadD block – inhibitors of Staphylococcus aureus NadD; purified NadD enzyme, colorimetric absorbance read-out; inhibition, % at 20 µM; 360,000 compounds, 0.78% hits; in the data active = inhibition above about 26%; note: some compounds past the cut are filed as inactive
Rpn11 block – inhibitors of human proteasome Rpn11. O00487. human 26S proteasome, Ub4-pepOG fluorescence polarization; 20S core pre-blocked with epoxomicin. calls only at 20 µM. 360,000 compounds, 0.59% hits. AID 588493;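 active = inhibition at 20 µM, scaled to each plate's controls, above about 33%, limit read from the data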
STEP inh – inhibitors of human striatal-enriched phosphatase STEP; P54829; recombinant STEP, OMFP fluorogenic substrate, fluorescence; inhibition, % at 20 µM; 360,000 compounds, 0.25% hits; AID 588621;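 active = inhibition at 20 µM, scaled per plate between control wells, above about 37%, limit read from the data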;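 note: 0% = DMSO with enzyme and substrate and 100% = substrate only without enzyme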
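Assay system: isolated STEP enzyme / Timing: 20 min at room temperature, dark / Doses: 20 µM, 1% DMSO / Technique: fluorescence intensity, excitation 480 nm, emission 540 nm / Reagent: fluorogenic phosphatase substrate OMFP at 25 µM final / Measure: percent inhibition scaled to no-enzyme and uninhibited-enzyme controls, plate-pattern corrected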
MLLE-PAM2 inh – blocks PAM2 peptide binding to the PABP1 MLLE domain | P11940 | GST-MLLE / FITC-PAM2 fluorescence polarization | inhibition, % at 20 µM | 360,000 compounds, 0.36% hits | AID 588489; in the data active = inhibition above about 35%, passing the limit was not always enough;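 note: plate controls were DMSO wells with GST-MLLE for no effect and wells lacking GST-MLLE protein for full effect; some results filed as inactive read as strong as hits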
Target sequence (P11940 whole entry, looked up, the tested form may be a part): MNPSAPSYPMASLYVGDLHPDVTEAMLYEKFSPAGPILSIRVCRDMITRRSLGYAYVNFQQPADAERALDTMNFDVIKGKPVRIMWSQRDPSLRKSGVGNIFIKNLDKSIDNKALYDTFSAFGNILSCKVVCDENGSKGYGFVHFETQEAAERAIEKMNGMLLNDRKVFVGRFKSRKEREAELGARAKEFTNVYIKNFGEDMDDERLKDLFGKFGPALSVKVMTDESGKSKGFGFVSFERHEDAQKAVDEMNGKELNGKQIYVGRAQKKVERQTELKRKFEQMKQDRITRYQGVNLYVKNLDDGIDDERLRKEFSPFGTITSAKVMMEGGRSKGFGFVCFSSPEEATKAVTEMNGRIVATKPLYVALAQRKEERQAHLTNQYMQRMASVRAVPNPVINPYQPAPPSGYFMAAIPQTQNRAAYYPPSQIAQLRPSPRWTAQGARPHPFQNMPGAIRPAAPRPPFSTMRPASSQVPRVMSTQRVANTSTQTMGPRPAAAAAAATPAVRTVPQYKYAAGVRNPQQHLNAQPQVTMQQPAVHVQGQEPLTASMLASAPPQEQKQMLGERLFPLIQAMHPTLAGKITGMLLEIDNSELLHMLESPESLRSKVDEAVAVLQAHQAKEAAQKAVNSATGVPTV
DNMT1 block – inhibitors of human DNMT1 | P26358 | DNMT1 molecular beacon, Hinp1I cleavage, fluorescence | inhibition (reported as % activation of signal), % at 10 µM | 360,000 compounds, 0.83% hits; in the data active = inhibition above about 50%
Starred values were filed as active, the others as inactive; i = inactive; x = no result given.

SMILES | LMPTP block | TbMetRS inhib | Scp1 inh | CSN inh | SUMO1-SIM PPI | NadD block | Rpn11 block | STEP inh | MLLE-PAM2 inh | DNMT1 block
CCCn1c(=S)[nH]c2cc(C(=O)N3CCc4ccccc43)ccc2c1=O | 2.1 | 0.1 | -2 | -2 | 0 | 8 | i | 5 | -101 | 2
Cc1cc(C(=O)N2CCC(CO)(Cc3cccc(C(F)(F)F)c3)CC2)n[nH]1 | -0.1 | 0.1 | -7 | -3 | 0 | -2 | i | -1 | -8 | 1
N#CN=C(N)c1ccccc1 | -0.6 | 0.1 | -8 | 2 | 2 | -4 | i | 3 | 17 | -1
CC1CCN(C(=O)CSc2nnc(-c3ccco3)o2)CC1 | -0.9 | 0.0 | 4 | 2 | -1 | -3 | i | 3 | 17 | -1
Cc1cc(C)c(C#N)c(SCC(=O)N2CCN(Cc3ccccc3)CC2)n1 | -0.7 | -1.0 | -5 | -2 | 0 | -1 | i | 2 | 13 | -3
CC(C)n1c(=O)c2ccccc2n1CC(=O)N1CCOCC1 | -0.1 | -0.4 | x | -6 | 8 | -3 | x | x | x | x
CCC(C)C(NC(=O)c1ccccc1NC(=O)c1ccccc1)C(=O)N1CCOCC1 (centres undefined) | -1.1 | -0.1 | -3 | 2 | 1 | -3 | i | 1 | -7 | -4
COc1ccc(/C=N/Nc2nc(N)cc(Cl)n2)cc1OC | -1.2 | -0.6 | -4 | -2 | -11 | -6 | i | -1 | 6 | 1
O=C(NC1CC1)C1CCN(C2CCN(C(=O)c3ccc(C(F)(F)F)cc3)CC2)CC1 | 0.1 | -0.3 | -1 | 2 | -2 | 2 | i | 0 | 4 | -1
Cc1ccc(CS(=O)Cc2ccc(C(=O)NCCCc3ccccc3)o2)cc1 (centres undefined) | -2.4 | 0.0 | x | 1 | 2 | 0 | i | 0 | 1 | 0
O=C(NCc1ccccc1)C(c1ccco1)N1CCN(c2ccccc2F)CC1 (centres undefined) | -0.3 | 0.2 | x | -2 | 2 | x | x | x | x | x
Cc1ccc(Cc2c(-c3ccc(C#N)cc3)nc3ccc(Br)cn23)cc1 | 3.6 | -0.4 | x | 5 | -5 | 11 | i | -2 | 15 | 1
Cc1ccc(S(=O)(=O)N2CCN(c3ncnc4scc(-c5ccc(F)cc5)c34)CC2)cc1 | 3.0 | -0.2 | 16 | -5 | -9 | 37* | i | 2 | -6 | -3
CCOc1ccc(N2C(=O)CCC2=O)cc1 | -0.2 | -0.2 | -4 | -1 | -6 | -2 | i | -1 | 10 | 3
N#CCOc1ccccc1/C=N/n1nnnc1N | -3.2 | 0.8 | -12 | 2 | -3 | -1 | i | -1 | 8 | 0
CCC1CCCCN1CCCNC(=O)c1cc2c(Cl)nc3ccccc3c2s1 (centres undefined) | 2.0 | -0.5 | -2 | 4 | -1 | -7 | i | 2 | -16 | 28
CN(C)CCC(=O)c1ccc(F)cc1 | -1.8 | -0.1 | -6 | 0 | 1 | 0 | i | -1 | 31 | 1
COc1ccc(N=C2SC(C(=O)Nc3ccc(F)cc3)CC(=O)N2C)cc1 (centres undefined) | -0.5 | -0.2 | -5 | 5 | 0 | -2 | i | -1 | 9 | -3
CC(C)C[C@H]1COCCS(=O)(=O)N1Cc1ccccc1F | 2.7 | -0.2 | -5 | 4 | 8 | -2 | i | -1 | 2 | 2
Cc1[nH]c(=S)[nH]c(=O)c1CCCO | -0.8 | -0.2 | -5 | -4 | 2 | -3 | i | 0 | 10 | 2
CC[C@]12c3[nH]c4ccccc4c3CCN1C(=O)C(CC(=O)NCC13CC4CC(CC(C4)C1)C3)C[C@@H]2C(=O)N1CCN(C(=O)C2CC2)CC1 (some centres undefined) | -1.0 | 0.8 | 0 | -4 | 1 | 6 | i | -1 | 15 | -5
COC(=O)c1ccccc1NC(=O)CN(C1CCCCC1)S(C)(=O)=O | 0.5 | 0.4 | 0 | 3 | -1 | -1 | i | 4 | 10 | 3
CSCc1ccc(C(=O)N2CCC(CCC(=O)N(C)Cc3ccccc3)CC2)o1 | 0.8 | -0.3 | -6 | 2 | -5 | 3 | i | 0 | -7 | 3
COC(=O)CNC(=O)CNC(=O)Nc1ccccc1 | -0.7 | 0.3 | -5 | 3 | -3 | 7 | i | -4 | 8 | 0
CCN(C[C@H]1N[C@@](Cc2ccccc2)(C(=O)OC)[C@H]2C(=O)N(Cc3ccccc3)C(=O)[C@@H]12)C(=O)COC | -2.0 | -0.3 | 10 | -1 | 2 | 7 | i | 0 | 2 | 6
Cc1onc(-c2ccccc2)c1C(=O)N1CCCC(C)(C(=O)NS(=O)(=O)C2CC2)C1 (centres undefined) | -1.1 | -0.2 | x | 8 | 3 | -2 | i | 2 | 7 | 8
COc1ccc(S(=O)(=O)N2CCCCCC2)cc1C(=O)N(C)Cc1ccc(C)cc1 | 0.4 | -0.2 | -4 | -5 | 3 | 0 | i | 3 | -1 | 1
O=C(CNC(=O)[C@@H]1Cc2ccccc2CN1)NC1CCCCC1 | -2.6 | -0.3 | -11 | 2 | 3 | -1 | i | -1 | 7 | 4
CC(C)N1CCC(N2CCN(Cc3ccc(-c4ccccc4Cl)o3)CC2CCO)CC1 (centres undefined) | -0.8 | -0.9 | -5 | -4 | -1 | -8 | i | 3 | 4 | 0
O=C(NC(=S)NC1CCCCC1)c1ccc(F)cc1 | 2.3 | -0.3 | -7 | 5 | -5 | -10 | i | 3 | 16 | -2
O=c1[nH]cnc2c1ncn2[C@@H]1O[C@H](COS(=O)(=O)O)[C@@H](O)[C@H]1O | 0.6 | -0.2 | 0 | 4 | -10 | -2 | i | 0 | 8 | 0
COc1ccc(N2CCN(C(=O)CCCC(=O)c3ccccc3)CC2)cc1 | -0.3 | 0.1 | -4 | -2 | 0 | 4 | i | 3 | 9 | 0
CCOCCCn1c(SCC(=O)NC(C)C)nc2ccccc2c1=O | 2.5 | -2.2 | -4 | -1 | 3 | -1 | i | -1 | -42 | 0
O=C(CN1CCCc2ccccc21)Nc1cc(S(=O)(=O)N2CCCC2)ccc1Cl | 2.0 | 0.0 | -10 | -1 | 2 | 2 | i | -4 | 0 | -5
CSc1ccccc1C(=O)Nc1ccc(C)c(C)c1 | 0.4 | -1.2 | -11 | -1 | 1 | -6 | i | 6 | -11 | 1
c1ccc2c(c1)oc1c(N3CCN(Cc4ccc5c(c4)OCO5)CC3)ncnc12 | 1.2 | 4.3 | -3 | -3 | 2 | -7 | i | 0 | -3 | -3
O=C(CSc1nc2nc3c(cc2c(=O)n1-c1ccccc1)CCCC3)Nc1cccc2ccccc12 | 3.3 | 0.0 | 11 | 4 | -6 | 41* | i | 7 | -12 | -7
CCOC(=O)C1(CC2CC2)CCN(C(=O)c2cccnc2C)CC1 | 0.9 | -0.2 | -3 | 2 | -1 | 5 | i | -1 | -7 | 1
CC(=O)c1cccc(-c2ccnc3c2CC(C(=O)NCc2ccncc2)O3)c1 (centres undefined) | 1.5 | -0.1 | x | -2 | 0 | -8 | i | -2 | -5 | -1
CCN(CC)S(=O)(=O)c1cccc(-c2nnc(SCCCC(=O)c3ccccc3)o2)c1 | 1.7 | -0.6 | -13 | 0 | 8 | 5 | i | 4 | -10 | -4
Nc1nc2c(c(=O)[nH]1)C(c1cccc3ccccc13)C1=C(N2)c2ccccc2C1=O (centres undefined) | -4.1 | 0.3 | 5 | -5 | -8 | 12 | i | -1 | 13 | -16
COc1cccc(/C=C/c2nc(S(=O)(=O)c3ccccc3)c(N(C)C)o2)c1 | 4.9 | -0.2 | -6 | 2 | -13 | 8 | i | 4 | 0 | -4
COc1ccc(OC)c(NC(=O)c2cccc(C)c2[N+](=O)[O-])c1 | -0.1 | -0.2 | -6 | -1 | 0 | -5 | i | -2 | -2 | -6
CCOC(=O)N1CCN(S(=O)(=O)CCNC(=O)c2ccccc2)CC1 | -1.8 | -0.4 | -1 | 2 | -1 | 2 | i | 2 | 1 | 1

In the list so far, these have an aryl methoxy group:
SMILES | LMPTP block | TbMetRS inhib | Scp1 inh | CSN inh | SUMO1-SIM PPI | NadD block | Rpn11 block | STEP inh | MLLE-PAM2 inh | DNMT1 block
COc1ccc(/C=N/Nc2nc(N)cc(Cl)n2)cc1OC | -1.2 | -0.6 | -4 | -2 | -11 | -6 | i | -1 | 6 | 1
COc1ccc(N=C2SC(C(=O)Nc3ccc(F)cc3)CC(=O)N2C)cc1 (centres undefined) | -0.5 | -0.2 | -5 | 5 | 0 | -2 | i | -1 | 9 | -3
COc1ccc(S(=O)(=O)N2CCCCCC2)cc1C(=O)N(C)Cc1ccc(C)cc1 | 0.4 | -0.2 | -4 | -5 | 3 | 0 | i | 3 | -1 | 1
COc1ccc(N2CCN(C(=O)CCCC(=O)c3ccccc3)CC2)cc1 | -0.3 | 0.1 | -4 | -2 | 0 | 4 | i | 3 | 9 | 0
COc1cccc(/C=C/c2nc(S(=O)(=O)c3ccccc3)c(N(C)C)o2)c1 | 4.9 | -0.2 | -6 | 2 | -13 | 8 | i | 4 | 0 | -4
COc1ccc(OC)c(NC(=O)c2cccc(C)c2[N+](=O)[O-])c1 | -0.1 | -0.2 | -6 | -1 | 0 | -5 | i | -2 | -2 | -6
